Bioassay records: PubChem BioAssay, National Center for Advancing Translational Sciences (NCATS)
TGFb inhibitor – blocks TGF-b signaling | 410,000 tested, 1.2% active | HepG2 CAGA-GFP TGF-b/SMAD3 reporter, GFP fluorescence, 18 h; TGF-beta stimulated, 500 pg/mL final | Potency, µM (doses to about 46.1 µM), for the others: at the highest dose activity, negative = inhibition, actives largely listed as inhibitors; also: potency is read from the fitted curve at half-maximal effect; % is scaled to controls: 0 for no effect and ±100 for the full control effect; nearly all actives have a fitted effect of over 65% in size
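Inhibition was scored as loss of TGF-beta-induced (500 pg/mL final, 18 hours, 37 degrees C) GFP in HEPG2 cells carrying a CAGA-GFP reporter, in DMEM with 1% FBS. Well GFP was summed per cell; Activity was normalised to unstimulated and stimulated DMSO wells, then concentration-response fitting.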
Mm-Cpn inhibitor – blocks the Methanococcus maripaludis chaperonin Mm-Cpn; purified Mm-Cpn ATPase, ADP Transcreener TR-FRET; Potency, µM (top dose mostly 76.9 µM), for inactives: top-dose activity, negative = inhibition, usual class: inhibitors; 330,000 tested, 0.031% active; also: potency is read from the fitted curve at half-maximal effect; % is scaled to controls: 0 for no effect and ±100 for the full control effect; nearly all actives have a fitted effect of over 80% in size
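Quantitative HTS used 25 nM Mm-CPN and 10 uM ATP in magnesium/KCl Tris buffer, pH 7.4, with 1 mM DTT. Hydrolysis ran 30 min at 37°C; ADP was read by HTRF.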
Abeta rescue – compounds reversing amyloid beta toxicity in yeast; yeast expressing A-beta42, growth rescue, OD600, 48 h; response scale: 0% DMSO, 100% iron-clioquinol control; Potency, µM (top dose mostly 46.1 µM), for inactives: at the highest dose growth rescue, most hits filed as activators; 410,000 tested, 0.063% active; AID 1347071; also: potency is read from the fitted curve at half-maximal effect; nearly all actives have a fitted effect of over 55% in size
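Yeast A-beta toxicity model in growth medium with pinned compounds, 48 h at 30 C; growth read as absorbance at 600 nm. Normalized to FeCl3/clioquinol equimolar mix (positive) and DMSO (negative).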
Nrf2 ARE act – Nrf2 pathway activation | AREc32 ARE-luciferase reporter (MCF7-derived line), luminescence, 24 h | Potency, µM (highest dose often 46.1 µM), for the others: top-dose activation, usual class: activators | 410,000 tested, 0.31% active | AID 624171; also: potency is read from the fitted curve at half-maximal effect; % of control where 0% means no effect; nearly all actives have a fitted effect of over 65% in size
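Reporter line AREc32 (ARE-Fluc), seeded overnight in OPTI-MEM with 5% FBS; compound pin-transferred, 24 hr at 37 deg C, 5% CO2; luminescent read-out.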
HepG2 tox – counter-screen for TGF-b inhibitors: cytotoxicity in HepG2 cells; HepG2 CAGA-GFP viability, ATP luminescence, 18 h; Potency, µM (titrated, usually from 46.1 µM), for the others: at the top dose activity change, negative = cytotoxicity, hits mostly cytotoxic; 410,000 tested, 0.76% active; also: potency is read from the fitted curve at half-maximal effect; some results filed as inactive show a strong effect at the top dose
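HepG2 CAGA-GFP cells (1000/well, DMEM with 1% FBS) received compound, then TGF-beta at 500 pg/mL final, and were incubated 18 hours at 37 degrees C. Viability was read by CellTiter-Glo luminescence. Media-only wells were set as complete cell-killing and DMSO as no toxicity.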
Nrf2 inh – blocks Nrf2 signaling. A549 ARE-Fluc reporter, luciferase luminescence, 18-24 h. Potency, µM (titrated, usually from 46 µM), for inactives: top-dose activity change, negative = inhibition, usual class: inhibitors. 360,000 tested, 2.1% active; also: potency is read from the fitted curve at half-maximal effect; % is scaled to controls: 0 for no effect and ±100 for the full control effect; nearly all actives have a fitted effect of over 60% in size
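Nrf2 function is reported as luminescence of an ARE-controlled luciferase in A549 cells. Compounds were tested at several concentrations, and a CellTiter-Fluor read on the same wells flagged cytotoxicity.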
pAkt inh – blocks phosphorylation of Akt; Neuro2A IGF-stimulated pAkt S473 HTRF, 20 min; stronger effect = lower value; activity change, % for hits at 50 µM; 360,000 tested, 0.32% active; AID 651550; in the data active = activity change below about -80%; inconclusive = mostly about -51% to -80%; also: % is scaled to controls: 0 for no effect and ±100 for the full control effect
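Neuro2A cells (4,500/well, DMEM with 0.5% FBS) were treated with compound at a single 50 µM final concentration, stimulated with 6 nM IGF for 20 min at 37 °C, and lysed. Phospho-Akt Ser473 was read by HTRF as 665/615 ratio ×10^4.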
CCT modulator – cytosolic chaperonin activity modulation; activity change, % (no concentration beside the values), hits read low; 360,000 tested, 0.3% active; AID 651819; purified chaperonin ATPase assay, HTRF ADP detection, 30 min; in the data active = activity change below about -30%; also: % is scaled to controls: 0 for no effect and ±100 for the full control effect
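TRiC at 40 or 20 nM final (batch-dependent) in 30 mM Tris pH 7.4, 100 mM KCl, 5 mM MgCl2, 1 mM DTT, with compound at single 76 uM and 10 uM ATP, 30 min at 37 deg C. ADP detected by HTRF Transcreener, 665/615 ratio.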
A549 viability – counter-screen for Nrf2 inhibitors: cytotoxicity in A549 cells. A549 ARE-Fluc cells, CellTiter-Fluor viability, 18-24 h. Potency, µM (titrated, usually from 46 µM), inactives show at the top dose activity change, negative = cytotoxicity, hits mostly inhibitors. 390,000 tested, 0.16% active. AID 504648; also: potency is read from the fitted curve at half-maximal effect; % is scaled to controls: 0 for no effect and ±100 for the full control effect
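A549 ARE_Fluc cells in 5% FBS OPTI-MEM were exposed to compounds in concentration-response for 18-24 h at 37 deg C. Viability was read by CellTiter-Fluor fluorescence (Ex 405/Em 525) after 30 min, before the luciferase read.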
Starred values were filed as active, the others as inactive; i = inactive; ? = inconclusive; · = not tested or not shown; [ ] = remark or other dose. Unless noted, calls follow the shape of the dose curve; as a rule, active = well fitted curve in the direction sought with a large enough effect; inconclusive = small, poorly fitted or top-dose-only effect, or another doubt; inactive = no such curve, though single readings can be large; an effect the other way counts as inactive or inconclusive.

No.	compound	TGFb inhibitor	Mm-Cpn inhibitor	Abeta rescue	Nrf2 ARE act	HepG2 tox	Nrf2 inh	pAkt inh	CCT modulator	A549 viability
1	CC1CCCCN1C(=O)COC(=O)c1ccc(N2CCCC2=O)cc1 (centres undefined)	6%	1%	-7%	-0.8%	2%	7%	i	-2.7	-1%
2	COC(=O)C1=C(C(=O)OC)[C@@H]2N(C)c3ccccc3[C@@]23C[C@@H](C(=O)OC)N(C(=O)c2ccco2)C3=N1	?	·	8%	-0.5%	-5%	8%	i	-1.8	1%
3	CCCCCCCCNC(=O)/C(C#N)=C/c1ccc2c(c1)OCCO2	4%	-2%	-3%	-0.6%	-1%	?	i	-1.6	20%
4	Cc1nc2cc(NS(=O)(=O)c3ccccc3)ccc2n1C	8%	-2%	3%	-0.3%	0%	9%	i	0.8	0%
5	COc1cc(CN2CCN(Cc3cccc(OC)c3OC)CC2)cc(OC)c1	18%	-2%	-33%	2.9%	3%	2%	i	-0.8	-4%
6	CCCCCCCCNc1nc(Cl)nc(NCCN2CCOCC2)n1	1%	2%	2%	-1.0%	-16%	5%	i	-1.7	-1%
7	COc1ccc(C(C)(O)c2nc(-c3ccc(Cl)cc3)cs2)cc1 (centres undefined)	-5%	·	?	0.4%	3%	·	i	0.9	·
8	CSc1ccc(/C=N/NC(=O)c2cc(O)cc(O)c2)cc1	-26%	-1%	-8%	-0.2%	-46%	-5%	i	-3.9	-2%
9	Cc1ccccc1N(CC(=O)NCc1ccc2c(c1)OCO2)C(=O)C1CSC(=O)C1 (centres undefined)	-6%	0%	8%	-0.4%	-3%	-12%	i	-3.7	7%
10	CC(=O)c1ccc(NC(=O)Nc2ccc(NS(=O)(=O)c3ccc(C)cc3)cc2)cc1	?	2%	9%	5.0%	-54%	?	i	-2.7	-13%
11	Cc1nc2cc(C(F)(F)F)ccc2n1C1CCN(CC(=O)N2CCOCC2)CC1	13%	2%	12%	-0.6%	-3%	-8%	i	-0.4	3%
12	CC(=C/c1ccccc1)/C=N/NC(=O)CSc1nc(C)cc(C)n1	-7%	4%	-7%	-0.7%	-17%	-11%	i	-3.0	1%
13	Cc1ccccc1N/C(=N/S(=O)(=O)c1cc(F)ccc1F)c1ccccc1	-12%	1%	7%	-0.2%	-11%	-2%	i	-1.4	-2%
14	CCc1ccc(NC(=O)CSC2=Nc3ccccc3C3=NC(CCC(=O)NCCc4ccccc4)C(=O)N23)cc1 (centres undefined)	?	·	1%	5.4%	-8%	·	·	·	-4%
15	C[C@H]1CC[C@]2(O[C@H](CCO)C[C@@H](O)[C@@H]2O)O1	0%	2%	-11%	0.3%	-20%	-26%	i	-0.9	-1%
16	NS(=O)(=O)c1ccc(CCNC(=O)c2ccc3nccnc3c2)cc1	7%	0%	-10%	-0.5%	-5%	-14%	i	0.5	-12%
17	COc1ccc(NC(=O)C2=C(C)NC(=O)NC2c2cccs2)c(OC)c1 (centres undefined)	2%	0%	-1%	-0.5%	-2%	3%	i	-5.8	0%
18	Cc1[nH]c(=O)[nH]c(=O)c1S(=O)(=O)Nc1ccc(Oc2ccccc2)cc1	7%	2%	7%	-0.8%	-10%	0%	i	-3.8	1%
19	O=c1[nH]nc(-c2ccccc2)cc1-c1ccccc1	-11%	·	-8%	2.9%	14%	13%	i	-0.5	13%
20	OCCOCCn1c2ccccc2c2ccccc21	9%	-1%	22%	0.4%	-9%	-6%	i	-4.6	-2%
21	O=C(N/N=C\c1ccccn1)C1COc2cc3ccccc3cc2O1 (centres undefined)	3%	3%	?	0.4%	-25%	-3%	i	-5.1	-4%
22	COc1cccc(C(=O)Nc2cccc(OC(C)=O)c2)c1	0%	2%	-26%	3.6%	-9%	?	i	-2.6	-8%
23	COc1cc(Cl)c(C)cc1NC(=O)CNC(C)c1ccccc1OC (centres undefined)	-11%	1%	-14%	3.7%	-19%	-15%	i	-3.2	-8%
24	CCCN(c1ccccc1F)S(=O)(=O)c1cc(-c2cc(C)no2)ccc1OC	?	1%	-22%	2.5%	-22%	6%	·	-0.9	6%

Later entries:
Each structure is followed by: TGFb inhibitor | Mm-Cpn inhibitor | Abeta rescue | Nrf2 ARE act | HepG2 tox | Nrf2 inh | pAkt inh | CCT modulator | A549 viability
25	CCc1ccc(S(=O)(=O)Nc2cc3c(cc2C)n(C)c(=O)c(=O)n3C)cc1
  1% | · | -2% | 5.4% | -18% | -10% | · | · | -7%
26	CCc1cccc(C)c1NC(=O)C(CC)n1ncn2c(cc3cc(C)ccc32)c1=O (centres undefined)
  -31% | · | -8% | -0.8% | -9% | 21% | · | · | -4%
27	COc1cccc(N2CCN(C(=O)c3cccn4c(=O)c5c(C)c(C)sc5nc34)CC2)c1
  -15% | -7% | -19% | -0.6% | 15% | -1% | i | -3.1 | 2%
28	CCCOC(=O)c1sc2nc3c(cc2c1N)C(=O)CCC3
  0% | -7% | 14% | 4.3% | 13% | ? | ? | -4.4 | 1%
29	CC(C)c1cc(CN2CCOCC2)cc(C(C)C)c1O
  -5% | 1% | -5% | 3.2% | 5% | 10% | i | -0.9 | -7%
30	COc1cccc(N2CCN(S(=O)(=O)c3ccc4c(c3)CCCN4C(C)=O)CC2)c1
  -23% | · | 22% | 0.2% | -21% | · | · | · | 5%
31	CCCN(CCC)C(=O)c1c[nH]c2ccc(S(=O)(=O)N(C)c3ccc(Cl)cc3)cc2c1=O
  -14% | · | -1% | -0.7% | 6% | · | · | · | 0%
32	O=C(N/N=C/c1[nH]c2ccccc2c1Cl)c1cccc(Br)c1
  1% | -4% | 5% | 2.9% | 11% | -26% | i | -1.9 | -3%
33	O=C(CCC1N=C2c3ccccc3N=C(SCc3cccc(F)c3)N2C1=O)NC1CCCCC1 (centres undefined)
  23% | · | -1% | 0.3% | 2% | · | · | · | -16%
34	CCO/C(=C/c1sc2ccc(OC)cc2[n+]1CCCS(=O)(=O)[O-])CC
  -5% | -1% | -3% | -0.9% | -1% | 2% | · | -0.1 | -11%
35	CCN(CC(=O)NCc1ccc(F)cc1)C(=O)/C=C/c1ccc(S(=O)(=O)N(CC)CC)cc1
  4% | -2% | 13% | -0.8% | -6% | ? | i | -6.3 | -5%
36	O=C1CSC(c2ccc(Cl)c(Cl)c2)N1c1nccs1 (centres undefined)
  -6% | -12% | 21% | 0.1% | 2% | 20% | i | -1.9 | 6%
37	O=C(N/N=C/C=C/c1ccc([N+](=O)[O-])cc1)c1cccs1
  0% | 1% | 9% | ? | 4% | -1% | i | 1.8 | -19%
38	Cc1occc1C(=O)Nc1ccc2ccccc2c1
  -5% | 2% | -51%[inhibitor] | 4.4% | -60% | ? | i | 3.2 | 8%
39	CN(C)/C=C1\SC(=S)N(N2C(=O)C3C4C=CC(C4)C3C2=O)C1=O (centres undefined)
  8% | 4% | -13% | -1.0% | 14% | -12% | i | -3.1 | ?
40	Cc1ccc(Nc2nc(C(=O)NCCCN3CCOCC3)cs2)cc1
  4% | -3% | 11% | -0.7% | -28% | -24% | i | -0.3 | -13%
41	COC(=O)Cn1cnc2sc3c(c2c1=O)CCCC3
  -3% | 0% | 4% | 2.0% | -5% | 0% | i | 2.1 | 4%
42	C=CCNCCOCCOc1ccc(C)cc1Br
  0% | -2% | 11% | 4.6% | -38% | ? | i | -0.7 | 3%

Filtered by structure: the entries above with a Cl atom
Each structure is followed by: TGFb inhibitor | Mm-Cpn inhibitor | Abeta rescue | Nrf2 ARE act | HepG2 tox | Nrf2 inh | pAkt inh | CCT modulator | A549 viability
6	CCCCCCCCNc1nc(Cl)nc(NCCN2CCOCC2)n1
  1% | 2% | 2% | -1.0% | -16% | 5% | i | -1.7 | -1%
7	COc1ccc(C(C)(O)c2nc(-c3ccc(Cl)cc3)cs2)cc1 (centres undefined)
  -5% | · | ? | 0.4% | 3% | · | i | 0.9 | ·
23	COc1cc(Cl)c(C)cc1NC(=O)CNC(C)c1ccccc1OC (centres undefined)
  -11% | 1% | -14% | 3.7% | -19% | -15% | i | -3.2 | -8%
31	CCCN(CCC)C(=O)c1c[nH]c2ccc(S(=O)(=O)N(C)c3ccc(Cl)cc3)cc2c1=O
  -14% | · | -1% | -0.7% | 6% | · | · | · | 0%
32	O=C(N/N=C/c1[nH]c2ccccc2c1Cl)c1cccc(Br)c1
  1% | -4% | 5% | 2.9% | 11% | -26% | i | -1.9 | -3%
36	O=C1CSC(c2ccc(Cl)c(Cl)c2)N1c1nccs1 (centres undefined)
  -6% | -12% | 21% | 0.1% | 2% | 20% | i | -1.9 | 6%
